Compound activity from PubChem.
HTRA1 inhibitor = HTRA1 serine protease inhibitors, primary screen, biochemical, fluorescence polarization, HTS | Q92743 | AID 504803, 2011 | inhibition, % at 5.96 µM | recombinant HTRA1, FP-rhodamine activity-based probe | 0.5% of 340,000 active; in the data active = inhibition above about 36%;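 also: 0% = enzyme with DMSO and 100% = wells lacking enzyme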
DDE Tn7 FP inh = inhibitors of Tn7 peptide binding to fibrin DD(E), primary screen, biochemical, fluorescence polarization, human fibrin, Tn7 probe; Fibrinogen beta chain (Homo sapiens), P02675; FP displacement of FITC-Tn7 peptide from fibrin DD(E); 0% = median of compound wells per plate; inhibition, % at 8.3 µM; 0.13% of 370,000 active;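 active = inhibition above the mean of compounds falling within the control limits plus 3 SD of them, cut at about 14% in these data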;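 also: 0% = plate median of compound wells and 100% = 10 µM Aha-Tn7 peptide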
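Assay system: human fibrin DD(E). Input: DD(E) 2 µM final. Medium: Tris buffer with calcium and detergent, pH 7.8. Compound dosing: single point at 8.3 µM. Timing: 10 min plus 3 h, room temperature. Technique: fluorescence polarization of the labelled Tn7 tracer. Read-out: percent inhibition. Replicates: singlicate testing.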
UHRF1 binding = UHRF1 methylated DNA binding inhibitors, primary screen, counter-screen for MBD2 inhibitor project, biochemical, TR-FRET, human UHRF1, single concentration. E3 ubiquitin-protein ligase UHRF1 (Homo sapiens), Q96T88. UHRF1 binding to methylated oligo. inhibition, % at 4.4 µM. 0.75% of 370,000 active. AID 687016, 2013; in the data active = inhibition above about 21%;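 also: UHRF1 SRA domain binding a hemimethylated CpG hairpin DNA probe; 0% = median of test compound wells and 100% = reference inhibitor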
TDP2 inh = human TDP2 enzyme inhibitors, primary screen, biochemical, epi absorbance, recombinant enzyme | Tyrosyl-DNA phosphodiesterase 2 (Homo sapiens), O95551 | T5PNP hydrolysis, p-nitrophenol absorbance 415 nm | inhibition, % at 12.8 µM | 0.34% of 370,000 active | AID 720702, 2013;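 active = inhibition above the mean of all tested compounds plus 3 SD, set per campaign, cut at about 25% in these data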;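 also: 0% = DMSO with enzyme and 100% = buffer with substrate but no TDP2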
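System: recombinant human TDP2 / Amount: 120 nM TDP2 per well / Also added: 5 mM T5PNP chromogenic substrate / Doses: 12.8 µM single point, 1% DMSO / Incubation: 2 h at 37 °C / Detection: p-Nitrophenol epi absorbance / Evaluation: % inhibition relative to enzyme-containing and enzyme-free wells / Repeats: singlicate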
PRMT1 inh = PRMT1 methyltransferase inhibitors, primary screen, biochemical, fluorescence polarization. recombinant PRMT1, activity-based probe fluorescence polarization. inhibition, % at 2.79 µM. 1.3% of 370,000 active;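 active = inhibition above about 21% made by adding two undisclosed values, limit read from the data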
SIAE primary = human SIAE inhibitors, primary screen, biochemical, fluorescence polarization, FP-Rh probe, 1536-well HTS. SIAE FP-Rh probe binding. inhibition, % at 9.66 µM. 0.69% of 370,000 active;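 active = inhibition above a cutoff: mean of compounds within the control limits plus 3 SD of those, cut at about 17% in these data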;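 also: 0% = plate median of compound wells and 100% = probe without SIAE protein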
TCR-CD3 inh = inhibitors of human TCR-CD3 interaction, primary screen, biochemical, fluorescence, TAMRA-labeled TCR probe. T-cell receptor (TCR). inhibition, % at 9.4 µM. 0.37% of 360,000 active. AID 651800, 2012; in the data active = inhibition above about 19%;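 also: recombinant mutant TCR 2C K166C tagged with TAMRA read by polarization; 0% = receptor in buffer alone and 100% = receptor with positive control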
LEDGF integ inh = blockers of LEDGF/p75-dependent integrase strand transfer – biochemical, TR-FRET, high throughput, primary screen. HIV-1 integrase (with human LEDGF/p75). TR-FRET IN-LEDGF/p75 DNA integration, Eu/Cy5. inhibition, % at 3.7 µM. 0.64% of 370,000 active. AID 743269, 2014;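 active = inhibition above the screen-wide mean plus 3 SD, cut at about 13% in these data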;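 also: signal is the Cy5 over europium emission ratio at 671 and 618 nm; 0% = plate median of compound wells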
PG9 Ab binder = binders of HIV-1 gp120 antibody PG9, primary screen, biochemical, TR-FRET; HIV-1 gp120 / PG9 antibody interaction; TR-FRET gp120-PG9 antibody binding; inhibition, % at 6.7 µM; 0.43% of 360,000 active; in the data active = inhibition above about 8.5%
ABHD4 inh = ABHD4 inhibitors, primary screen, biochemical, fluorescence polarization, mouse; AID 720543, 2013; 0.54% of 370,000 active; (Lyso)-N-acylphosphatidylethanolamine lipase (Mus musculus), Q8VD66; inhibition, % at 8.92 µM; purified mABHD4, FP-Rh probe fluorescence polarization;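 active = inhibition exceeding the mean over every tested compound plus 3 SD, cut at about 30% in these data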;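 also: 0% = plate median of compound wells and 100% = S159A mutant with DMSO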
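Assay system: Wild-type mouse ABHD4 protein | Medium: HEPES pH 7.0 buffer, 150 mM NaCl, 0.01% Pluronic F-127 | Incubation: Enzyme–compound pre-incubation 45 min, then probe 60 min, both 25 °C | Technique: Fluorescence polarization with parallel and perpendicular emission, 525/598 nm | Evaluation: % inhibition of FP-Rh probe binding versus controls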
The depositor's hits bear a star; nt = not tested or not shown.

Compound	HTRA1 inhibitor	DDE Tn7 FP inh	UHRF1 binding	TDP2 inh	PRMT1 inh	SIAE primary	TCR-CD3 inh	LEDGF integ inh	PG9 Ab binder	ABHD4 inh
NC(=O)c1c(NC(=O)C2c3ccccc3Oc3ccccc32)sc2c1CCCCC2	-21	1	-1	1	3	-8	5	1	-0.7	3
O=C(Nc1c(-c2ccccc2)nc2sccn12)c1ccccc1	-18	6	-6	-3	-2	6	0	0	0.3	3
CC(=O)N1CCN(c2nc(-c3ccco3)c3c(c2C#N)CC(C)(C)SC3)CC1	13	3	7	0	46*	3	-3	22*	0.2	18
CCOC(=O)c1[nH]ncc1CN1CCc2ccc(NC(=O)C3CCCO3)cc2C1 (stereo not given)	7	1	-1	-3	-1	-13	-6	2	1.1	-6
Cc1ccc(NC(=S)N(CCN2CCCCC2)Cc2ccco2)cc1C	3	2	0	6	-6	11	4	-4	-0.4	-6
O=C1CCCN1CCC(=O)N1CCCC(Nc2ccc(F)c(F)c2)C1 (stereo not given)	3	6	-3	-1	0	7	9	0	-0.8	0
O=C(COC(=O)c1ccc(O)cc1O)Nc1nnc(-c2ccccc2)o1	-3	-7	2	-6	3	-4	-3	4	1.0	-10
CSc1nc2nc(-c3cccs3)cc(C(F)(F)F)c2c(=O)[nH]1	-4	-5	0	9	1	2	-2	1	2.3	-5
c1ccc(-c2ccc(-c3cn4c(n3)CCC4)cc2)cc1	-14	4	7	6	0	3	-6	1	-2.9	11
O=C1OCCC1Sc1nnc(-c2ccc(Cl)cc2Cl)o1 (stereo not given)	9	1	0	-3	-2	-1	2	-1	-0.7	-4
Cc1cc2c(c(N3CCOCC3)n1)C(=O)OC2	-8	6	9	9	1	4	-8	4	1.0	-8
Fc1ccc(NC(=S)N/N=C/c2cccc(Br)c2)c(F)c1	-3	5	-1	9	1	8	4	-3	-1.3	0
CC(OC(=O)c1cc2sccc2n1C)C(=O)NCCc1ccccc1 (stereo not given)	-12	2	2	-16	9	-6	-1	1	-0.9	-18
COCC(=O)Nc1sc2c(c1C(=O)OC)C(C(=O)OC)CC2 (stereo not given)	4	-4	3	1	-3	3	-5	3	-2.3	3
O=C(CCc1nc2sc3c(c2c(=O)[nH]1)CCCC3)NCC(=O)Nc1ccccc1Br	-5	-8	4	-20	4	-4	-4	3	-0.9	-3
Cc1ccc(C)c(NS(=O)(=O)c2ccc(OCC(=O)NCc3cccnc3)cc2)c1	4	-3	-1	-4	1	-4	9	1	-4.2	-4
O=S(=O)(c1ccccc1Br)N(Cc1cn(CC2CCCCC2)nn1)C1CC1	nt	4	-1	1	-2	-2	nt	-4	nt	10
CC(Cc1ccccn1)NC(=O)c1ccc(OC2CCN(Cc3ccccn3)CC2)cc1 (stereo not given)	5	-3	-1	11	0	-8	0	1	-1.4	-3
CCc1ccc(N2CC(C(=O)OCC(=O)NC3CCS(=O)(=O)C3)CC2=O)cc1 (stereo not given)	-5	1	2	-4	1	-4	-2	-2	0.8	-3
Cn1ccnc1Sc1nnnn1-c1ccccc1	4	-5	-1	12	1	-6	2	-3	-0.7	1
CC(=O)c1cccc(NC(=O)[C@@H](NC(N)=O)C(C)C)c1	-3	0	0	2	2	2	3	-7	-0.4	-3
COc1ccccc1C(=O)NCCC(=O)Nc1ccncc1	2	-1	0	8	2	0	12	3	-1.6	1
COCCCNC(=S)N1CCN(c2nc(-c3ccccc3)cs2)CC1	-1	-6	1	0	-1	5	-5	0	-2.7	0
NC(=S)N/N=C/c1ccc([N+](=O)[O-])cc1	-1	1	-7	5	2	1	2	-3	-1.8	5
O=C(CSc1ncn[nH]1)NCCC(c1ccccc1)c1ccccc1	3	0	1	1	-2	0	0	-2	-1.7	-1
COc1ccc(S(=O)(=O)N2CCN(Cc3ccccc3)CC2)cc1	-4	2	3	9	-3	6	7	3	-2.5	-13
CC(=O)c1cccc(-c2cnc3c(NC=O)cc(-c4cccc(C(=O)N(C)C)c4)cn23)c1	nt	-2	3	-6	5	-2	-3	-5	1.5	5
Cc1cc(OC(C)C(=O)NCCCn2ccnc2)c2c(C)cc(=O)oc2c1 (stereo not given)	-1	0	2	-12	-2	-4	-2	0	0.6	-9
Cc1ccc(/C=C/C(=O)O)cc1S(=O)(=O)N1CCCCC1	2	4	1	9	1	-4	0	-3	0.3	4
Cc1cccc(C)c1N1C(=O)C(Cl)=C(N2CCCC2)C1=O	11	3	3	4	2	5	-1	-4	-0.6	-2

Reformatted as labelled records: entries from further up
O=C1OCCC1Sc1nnc(-c2ccc(Cl)cc2Cl)o1 (stereo not given)
  HTRA1 inhibitor = 9
  DDE Tn7 FP inh = 1
  UHRF1 binding = 0
  TDP2 inh = -3
  PRMT1 inh = -2
  SIAE primary = -1
  TCR-CD3 inh = 2
  LEDGF integ inh = -1
  PG9 Ab binder = -0.7
  ABHD4 inh = -4

Cc1cc2c(c(N3CCOCC3)n1)C(=O)OC2
  HTRA1 inhibitor = -8
  DDE Tn7 FP inh = 6
  UHRF1 binding = 9
  TDP2 inh = 9
  PRMT1 inh = 1
  SIAE primary = 4
  TCR-CD3 inh = -8
  LEDGF integ inh = 4
  PG9 Ab binder = 1.0
  ABHD4 inh = -8

Fc1ccc(NC(=S)N/N=C/c2cccc(Br)c2)c(F)c1
  HTRA1 inhibitor = -3
  DDE Tn7 FP inh = 5
  UHRF1 binding = -1
  TDP2 inh = 9
  PRMT1 inh = 1
  SIAE primary = 8
  TCR-CD3 inh = 4
  LEDGF integ inh = -3
  PG9 Ab binder = -1.3
  ABHD4 inh = 0

CC(OC(=O)c1cc2sccc2n1C)C(=O)NCCc1ccccc1 (stereo not given)
  HTRA1 inhibitor = -12
  DDE Tn7 FP inh = 2
  UHRF1 binding = 2
  TDP2 inh = -16
  PRMT1 inh = 9
  SIAE primary = -6
  TCR-CD3 inh = -1
  LEDGF integ inh = 1
  PG9 Ab binder = -0.9
  ABHD4 inh = -18

More compounds:
Compound	HTRA1 inhibitor	DDE Tn7 FP inh	UHRF1 binding	TDP2 inh	PRMT1 inh	SIAE primary	TCR-CD3 inh	LEDGF integ inh	PG9 Ab binder	ABHD4 inh
O=C(c1ccc(CS(=O)c2cccc(Cl)c2)o1)N1CCN(c2ccccn2)CC1 (stereo not given)	-1	-3	0	-9	1	-4	-1	7	0.7	-11
COc1ccc2c(c1)sc(=N)n2CC(=O)Nc1cc(C)cc(C)c1	5	-7	1	6	1	2	6	1	-0.3	1
O=C(N/N=C/c1ccc(O)c(O)c1)C1CC1	nt	2	-4	-1	1	0	5	-6	-1.4	6
O=C(O)c1cnn(-c2ccccc2)c1-c1ccncc1	7	0	-2	9	-2	6	10	-1	-0.1	6
CCOc1c(Br)ccc2c1sc1nc[nH]c(=O)c12	-26	-2	-4	1	-1	-4	-2	3	-0.7	-13
O=C(c1cc(-c2ccncc2)nc2ccccc12)N1CCOCC1	-7	-4	4	-10	11	11	-8	-5	-0.6	-5
Cc1[nH]c(=O)[nH]c(=O)c1S(=O)(=O)Nc1ccc(F)c(Cl)c1	6	1	3	-11	6	-12	-5	1	-0.3	-12
Cn1c2ccccc2c2c(=O)oc3ccccc3c21	-4	6	-5	8	1	-4	-4	-2	1.0	3
O=C(CSc1ccc([N+](=O)[O-])cc1)c1ccccc1	1	-4	0	-4	13	9	6	-1	-1.9	2
S=c1[nH]nc(-c2ccccn2)n1/N=C/c1ccc(Cl)c(Cl)c1	nt	3	1	7	2	4	0	0	1.3	-7
COCCn1c(SCC(=O)Nc2cc(OC)ccc2OC)nc2c(c1=O)SC(C)C2 (stereo not given)	2	-1	8	-22	7	1	-7	-8	0.0	2
CC(C)Cn1c(N)c(C(=O)COC(=O)c2ccc(Cl)cc2)c(=O)n(C)c1=O	-15	1	5	-12	4	-4	-3	0	-1.2	-25
CCOC(=O)c1ccc(NC(=O)c2nc[nH]c2C(=O)NCCNC(=O)c2[nH]cnc2C(=O)Nc2ccc(C(=O)OCC)cc2)cc1	-2	-4	2	-25	-4	-14	0	-2	-1.7	-8
OC(CNCCc1ccc(C(F)(F)F)cc1)COc1cccc2ccccc12 (stereo not given)	-30	2	2	-3	1	-1	-2	-4	-0.8	17
CCC(=O)c1cn(CC(=O)Nc2ccc(C)cc2C)c2ccccc12	-5	2	-4	10	-2	3	3	0	12*	-9
Cc1ccc2nsnc2c1S(=O)(=O)N(Cc1ccco1)Cc1cc2ccc(C)c(C)c2[nH]c1=O	3	6	0	8	0	0	0	-2	3.1	4
CC(=NNC(=S)N1CCCC1)c1ccccn1	4	1	-14	4	12	1	4	2	-0.5	6
CCC(C)NC(=O)CSc1nc2ccccc2c(=O)n1CCCC(=O)NCC1CCCO1 (stereo not given)	1	-7	0	8	-1	9	2	0	-1.3	-10
CCOc1ccc(C(=O)N[C@H](C(=O)N2CCN(c3ncccn3)CC2)C(C)C)cc1	-1	-3	1	5	-5	-4	6	-1	-1.7	0
Cc1ccc(S(=O)(=O)NCc2nc(-c3ccccc3)no2)cc1	-1	2	1	7	3	4	-4	-1	2.3	7
